HT1080-NT tox: qHTS for induction of synthetic lethality in tumor cells producing 2HG: qHTS for the HT-1080-NT fibrosarcoma cell line. HT-1080-NT fibrosarcoma viability, CellTiter-Glo ATP luminescence, 48 h. Potency, µM (doses to about 46.1 µM), without a hit: top-dose activity, negative = less viability, usual class: cytotoxic. actives 1.6% (n = 360,000). AID 686970, 2013;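 also: NT is the 2HG producing partner of a matched IDH1 knockdown line; potency is read from the fitted curve at half-maximal effect; 0% = DMSO-treated cells and -100% = media-only wells without cells; nearly all actives have a fitted effect of over 55% in size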
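HT-1080-NT fibrosarcoma cells (2HG-overproducing), 750 cells/well in RPMI with 5% FBS, dosed after 2 h and incubated 48 h at 37C. CellTiter-Glo luminescence normalized to DMSO and no-cell wells; concentration-response curves fitted and classed.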
SW480 rerep: A quantitative high throughput screen for small molecules that induce DNA re-replication in SW480 colon adenocarcinoma cells | SW480 DNA re-replication, Hoechst DNA content imaging, 48 h | AID 624297, 2012 | Potency, µM (titrated, usually from 46.1 µM), for the others: at the top dose re-replication activation, most hits filed as activators | actives 1.8% (n = 340,000); also: potency is read from the fitted curve at half-maximal effect; % of control where 0% means no effect; nearly all actives have a fitted effect of over 55% in size
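Image-based read-out: total Hoechst fluorescence of nuclei (405 nm excitation, 500-530 nm emission), with hits raising the fraction of high-intensity nuclei. SW480 colon cells incubated 48 hr with compounds at 37 C.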
ATXN viability: Viability Counterscreen for Primary qHTS for Inhibitors of ATXN expression; Potency, µM (doses to about 56.7 µM), usual class: cytotoxic; S2 cells (HEK-293 line with an ATXN2-luciferase reporter) viability, CellTiter-Fluor protease fluorescence, 24 h; actives 0.49% (n = 400,000); also: potency is read from the fitted curve at half-maximal effect; nearly all actives have a fitted effect of over 40% in size
MCF10A rereplic: A quantitative high throughput screen for small molecules that induce DNA re-replication in MCF 10a normal breast cells; AID 624296, 2012; MCF 10A DNA re-replication, Hoechst nuclear intensity, 48 h; Potency, µM (titrated, usually from 46.1 µM), for inactives: at the highest dose activity, positive = re-replication, actives largely listed as activators; actives 2.9% (n = 350,000); also: potency is read from the fitted curve at half-maximal effect; % of control where 0% means no effect; nearly all actives have a fitted effect of over 50% in size
ATXN2 expr inh: Primary qHTS for Inhibitors of ATXN expression. HEK-293 ATXN2-luciferase reporter, luminescence, 24 h. Potency, µM (highest dose often 57 µM), without a hit: top-dose activity change, negative = inhibition, most hits filed as inhibitors. actives 0.72% (n = 360,000); also: potency is read from the fitted curve at half-maximal effect; % is scaled to controls: 0 for no effect and ±100 for the full control effect; nearly all actives have a fitted effect of over 55% in size
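qHTS (up to 57 uM final) was run with 24 h compound exposure of reporter cells at 37 °C. Each well was multiplexed: SteadyGlo luminescence measured ATXN2-luciferase expression after a fluorogenic Gly-Phe-AFC viability readout (25 uM final).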
HepG2 viability: qHTS for Inhibitors of TGF-b: Cytotox Counterscreen; Potency, µM (titrated, usually from 46.1 µM), for inactives: at the highest dose activity change, negative = cytotoxicity, actives largely listed as cytotoxic; HepG2 CAGA-GFP viability, ATP luminescence, 18 h; actives 0.76% (n = 410,000); also: potency is read from the fitted curve at half-maximal effect; some results filed as inactive show a strong effect at the top dose
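HepG2 CAGA-GFP cells (1000/well, DMEM with 1% FBS) received compound, then TGF-beta at 500 pg/mL final, and were incubated 18 hours at 37 degrees C. Viability was read by CellTiter-Glo luminescence. Media-only wells were set as complete cell-killing and DMSO as no toxicity.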
IL1B secr inh: qHTS for Inhibitors of Inflammasome Signaling: IL-1-beta AlphaLISA Primary Screen | THP-1 LPS/ATP IL-1B secretion, AlphaLISA, 16 h; stronger effect = lower value | activity change, % at 57.5 µM | actives 4.7% (n = 360,000) | AID 743279, 2014; in the data active = activity change below about -50%; inconclusive = mostly about -30% to -49%; also: % is scaled to controls: 0 for no effect and ±100 for the full control effect
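THP-1 cells pretreated 1 hr with compounds (up to 57.5 uM final), then stimulated with LPS (250 ng/mL final) plus ATP (1.25 mM final); secreted IL-1B measured by AlphaLISA after 16 hr, decreased signal indicating inhibition.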
HT1080 IDH1KD tx: qHTS for induction of synthetic lethality in tumor cells producing 2HG: qHTS for the HT-1080-IDH1KD cell line; HT-1080 IDH1 knockdown viability, ATP luminescence, 48 h; Potency, µM (series often up to 46.1 µM), for the others: at the top dose activity, negative = toxicity, most hits filed as cytotoxic; actives 2% (n = 360,000);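 also: potency is read from the fitted curve at half-maximal effect; 0% = DMSO wells and -100% = cell-free medium wells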
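Using the IDH1-knockdown HT-1080 line run in the same batch and compound series as the NT line, viability after 48 h at 37 °C was determined by CellTiter-Glo luminescence and expressed as % activity.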
KB-3-1 cytotox: qHTS assay for MDR1-selective chemotherapeutics: Primary screen using the parental adenocarcinoma cell KB-3-1 | KB-3-1 viability, CellTiter-Glo ATP luminescence, 72 h | AID 1347075, 2019 | actives 1.4% (n = 400,000) | Potency, µM (doses to about 46.1 µM), for the others: at the top dose activity change, negative = cytotoxic, hits mostly cytotoxic; also: potency is read from the fitted curve at half-maximal effect; % is scaled to controls: 0 for no effect and ±100 for the full control effect; nearly all actives have a fitted effect of over 60% in size
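KB-3-1 cells, DMEM (no phenol red) + 10% FBS; compound by pin transfer, 72 h, 37 °C. Readout: CellTiter-Glo luminescence after 10 min. Data normalized, curve-fitted.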
An asterisk follows results filed as active; i = inactive; ? = inconclusive; . = not tested or not shown; & = joins results of further samples; [ ] = remark or other dose. Unless noted, calls follow the shape of the dose curve; as a rule, active = well fitted curve in the direction sought with a large enough effect; inconclusive = small, poorly fitted or top-dose-only effect, or another doubt; inactive = no such curve, though single readings can be large; an effect the other way counts as inactive or inconclusive.

1. CN(C)C(CNC(=O)c1cc(Br)ccc1Cl)c1ccco1 (stereo not given)
2. Cc1cc(NC(=O)CCC(=O)N(CC(=O)NC2CCCC2)c2ccc(Cl)c(Cl)c2)no1
3. O=S(=O)(c1ccccc1)N1CCN(C(=S)NCCc2ccccc2)CC1
4. O=C(Nc1ccccc1C(=O)N1CCOCC1)c1ccc(CSc2ccccc2)cc1
5. O=C(NCCCO)c1cc2ccccc2[nH]1
6. COc1ccccc1CNC(=O)COC(=O)CNS(=O)(=O)c1ccc(NC(C)=O)cc1
screen / no.	1	2	3	4	5	6
HT1080-NT tox	8%	-3%	-19%	0%	5%	5%
SW480 rerep	0%	-5%	-1%	-6%	-17%	3%
ATXN viability	i	i	i	i	i	i
MCF10A rereplic	7%	10%	0%	-23%	-1%	7%
ATXN2 expr inh	1%	-15%	2%	6%	-20%[11.3 µM]	.
HepG2 viability	5%	-3%	3%	1%	-3%	-16%
IL1B secr inh	5	13	-51*	-1	9	32
HT1080 IDH1KD tx	9%	-6%	-11%	-2%	4%	9%
KB-3-1 cytotox	13%	1%	18%	-4%	12%	-1%

7. CCc1ccccc1NC(=S)/N=C(\N)Nc1nc(C)c2cc(C)ccc2n1
8. Cc1[nH]nc(SCC(=O)NCCc2ccccc2)c1[N+](=O)[O-]
9. CCOc1cc(C(=O)NCCN2CCOCC2)cc(OCC)c1OCC
10. O=C(NCCc1ccccc1)c1ccc(CS(=O)(=O)c2ccc(Br)cc2)o1
11. O=C(CCCN1C(=O)/C(=C\c2cccs2)SC1=S)Nc1ccc(C(=O)O)cc1
12. Cc1cc(NC(=O)C2CCN(S(=O)(=O)c3ccc(Br)s3)CC2)ccc1Br
screen / no.	7	8	9	10	11	12
HT1080-NT tox	-9%	13%	0%	-4%	-20%	.
SW480 rerep	21µM*	-9%	-5%	-5%	15%	.
ATXN viability	?	i	i	?	i	i
MCF10A rereplic	?	-4%	8%	?	26%	.
ATXN2 expr inh	-35%	.	-1%	-21%	0%	12%
HepG2 viability	-3%	6%	-15%	-17%&-26%	-9%	-10%
IL1B secr inh	-101*	12	-19	-11	34	.
HT1080 IDH1KD tx	-29%	3%	1%	-1%	-8%	.
KB-3-1 cytotox	?	1%	10%	-2%&12%	15%	8%

13. COc1ccc(N2CCCn3c2nc2c3c(=O)n(Cc3ccc(C)cc3)c(=O)n2C)c(OC)c1
14. COc1cc2c(cc1OC)C(c1ccccc1O)N(C1CC(=O)N(c3ccccc3)C1=O)CC2 (stereo not given)
15. Nc1nnc(SCc2ccc(F)cc2Cl)s1
16. CCCOC(=O)C1[C@H]2C(=O)N(C(C)c3ccc(OC)cc3)C[C@]23C=C[C@H]1O3 (stereo not given in full)
17. CCOC(=O)N1CCN(Cc2nc3cc(NC(=O)CC(C)C)ccc3n2CC)CC1
18. CCOc1ccccc1OCCCC(=O)N(CC)CC(=O)Nc1ccc(NC(C)=O)cc1
screen / no.	13	14	15	16	17	18
HT1080-NT tox	-21%	4%	-3%	15%	-29%	5%
SW480 rerep	?	-2%	-9%	-6%	?	0%
ATXN viability	i	i	i	i	i	i
MCF10A rereplic	-8%	10%	29%	-4%	?	7%
ATXN2 expr inh	8%	6%	22%	-1%	.	11%
HepG2 viability	26%	8%	-5%	7%	1%	21%
IL1B secr inh	-14	-6	13	0	-17	18
HT1080 IDH1KD tx	-22%	-9%	8%	12%	?	4%
KB-3-1 cytotox	5%	0%	4%	5%	?	-2%

19. O=C(CCN1CCN(c2ccccc2)CC1)Nc1ccc(OCc2ccccc2)cc1
20. Cc1cn2c(=O)cc(COc3ccc(C(C)(C)C)cc3)nc2s1
21. O=C(CN1CCN(C(=O)c2ccco2)CC1)Nc1cc(Cl)ccc1Cl
22. COCCNC(=S)NC1CC2CCCC(C1)N2Cc1cccs1 (stereo not given)
23. COc1ccc(/C=C/C(=O)Nc2cc(C(F)(F)F)ccc2Cl)cc1
24. COCCn1c(-c2ccc(OC)c(OC)c2)nc2ccccc21
screen / no.	19	20	21	22	23	24
HT1080-NT tox	0%	.	0%	-6%	-19%	3%
SW480 rerep	-1%	.	0%	7%	17%	2%
ATXN viability	i	i	?	i	i	?
MCF10A rereplic	-1%	.	10%	3%	?	1%
ATXN2 expr inh	?	-1%	?	-3%	-15%	?
HepG2 viability	-12%	-2%	-9%	14%	-28%	2%
IL1B secr inh	-1	.	4	12	18	-6
HT1080 IDH1KD tx	0%	.	-15%	21%	-19%	3%
KB-3-1 cytotox	-6%	-10%	7%	7%	3%	4%

25. COc1ccc(CNC(=O)C2=Cc3cccc(OC)c3OC2)cc1OC
26. CC(C(=O)Nc1ccccc1-c1ccccc1)N1CCOCC1 (stereo not given)
27. Cc1cc(NC(=O)c2cc3ccccc3oc2=O)no1
28. CCCNC(=O)c1cc(S(=O)(=O)N2CCc3ccccc32)ccc1F
29. CCN1CCN(C(CNS(=O)(=O)c2ccc(Cl)cc2)c2cccnc2)CC1 (stereo not given)
30. CC/C(=C/c1sc2ccc(C)cc2[n+]1CCO)SC
screen / no.	25	26	27	28	29	30
HT1080-NT tox	.	2%	12%	-6%	10%	9%
SW480 rerep	.	3%	-17%	0%	-8%	7%
ATXN viability	?	i	i	i	i	i
MCF10A rereplic	.	8%	24%	0%	0%	?
ATXN2 expr inh	0%	9%	8%	-17%	-2%	2%
HepG2 viability	6%	-13%	4%	-19%	0%	-2%
IL1B secr inh	.	-2	4	-8	-7	4
HT1080 IDH1KD tx	.	-11%	10%	?	24%	7%
KB-3-1 cytotox	12%	13%	14%	-9%	6%	-3%

31. Brc1ccc(/C=N/n2cnnc2)s1
32. [O-]/C(=C(\C(=S)Nc1cccc2ccccc12)[n+]1ccccc1)c1ccc(OC(F)F)cc1
33. Cc1ccc(P(=O)(O)c2ccc(C)cc2)cc1
34. CCNc1nc(NC(C)C)nc(NS(=O)(=O)c2ccc(N)cc2)n1
35. O=C(NCC(=O)N(c1cccc(F)c1)C(C(=O)NC1CCCC1)c1ccco1)c1ccco1 (stereo not given)
36. COc1cc([C@@H]2[C@H]3CN(C)CC=C3C(C#N)=C(N)C2(C#N)C#N)cc2c1OCO2
screen / no.	31	32	33	34	35	36
HT1080-NT tox	14%	-11%	-6%	-1%	2%	-1%
SW480 rerep	-8%	-4%	21%	0%	1%	?
ATXN viability	i	i	i	i	i	i
MCF10A rereplic	6%	?	54%	0%	0%	8%&4%
ATXN2 expr inh	0%	-6%	4%	-1%	6%	-18%&4%
HepG2 viability	-2%	0%	0%	1%	5%	-61%&6%
IL1B secr inh	29	18	-22	-4	-2	-16&0
HT1080 IDH1KD tx	13%	-17%	-3%	2%	0%	-8%&3%
KB-3-1 cytotox	?	4%	-30%	-1%	12%	3%&3%

Some of these compounds in order of molecular weight, smallest number first:
31. Brc1ccc(/C=N/n2cnnc2)s1
27. Cc1cc(NC(=O)c2cc3ccccc3oc2=O)no1
30. CC/C(=C/c1sc2ccc(C)cc2[n+]1CCO)SC
34. CCNc1nc(NC(C)C)nc(NS(=O)(=O)c2ccc(N)cc2)n1
28. CCCNC(=O)c1cc(S(=O)(=O)N2CCc3ccccc32)ccc1F
29. CCN1CCN(C(CNS(=O)(=O)c2ccc(Cl)cc2)c2cccnc2)CC1 (stereo not given)
35. O=C(NCC(=O)N(c1cccc(F)c1)C(C(=O)NC1CCCC1)c1ccco1)c1ccco1 (stereo not given)
screen / no.	31	27	30	34	28	29	35
HT1080-NT tox	14%	12%	9%	-1%	-6%	10%	2%
SW480 rerep	-8%	-17%	7%	0%	0%	-8%	1%
ATXN viability	i	i	i	i	i	i	i
MCF10A rereplic	6%	24%	?	0%	0%	0%	0%
ATXN2 expr inh	0%	8%	2%	-1%	-17%	-2%	6%
HepG2 viability	-2%	4%	-2%	1%	-19%	0%	5%
IL1B secr inh	29	4	4	-4	-8	-7	-2
HT1080 IDH1KD tx	13%	10%	7%	2%	?	24%	0%
KB-3-1 cytotox	?	14%	-3%	-1%	-9%	6%	12%

Entries by screen from the list.
IL1B secr inh, nos. 24 to 34: -6, ., -2, 4, -8, -7, 4, 29, 18, -22, -4
ATXN viability, nos. 24 to 34: ?, ?, i, i, i, i, i, i, i, i, i
SW480 rerep, nos. 24 to 34: 2%, ., 3%, -17%, 0%, -8%, 7%, -8%, -4%, 21%, 0%

Carrying on.
37. O=C(Nc1ccccc1)Nc1cccc(-c2cn3cccnc3n2)c1
38. Cc1ccc(S(=O)(=O)N(C)c2cc(S(=O)(=O)N3CCOCC3)c(C)cc2C)cc1
39. COc1ccc(S(=O)(=O)Nc2ccc(Cl)cn2)c(C)c1C
40. CN(C)C(=S)Oc1ccccc1-c1ccccc1OC(=S)N(C)C
screen / no.	37	38	39	40
HT1080-NT tox	2%	10%	1%	0%
SW480 rerep	-5%	-8%	-2%	-6%
ATXN viability	i	i	i	i
MCF10A rereplic	4%	-2%	-2%	-5%
ATXN2 expr inh	-13%	-15%	-5%	-3%
HepG2 viability	-16%	0%	-11%	-8%
IL1B secr inh	-14	-4	17	4
HT1080 IDH1KD tx	-13%	6%	5%	13%
KB-3-1 cytotox	-7%	-5%	-32%	-3%

Screening results (PubChem)
